# Source: PubChem (several laboratories)
# TLR9-MyD88 block = TLR9-MyD88 interaction inhibition; CHO BLA complementation TLR9-MyD88, CCF4 FRET ratio; inhibition, % at 4.98 µM; hit rate 0.21% among 340,000;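 active means inhibition above the mean over all tested compounds plus 3 SD, cut at about 21% in these data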;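 further: 0% = DMSO only wells and 100% = clavulanate BLA inhibitor control wells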
# NOD2-RIPK2 inh = inhibitors of human NOD2-RIPK2 interaction; CHO BLA complementation NOD2-RIPK2, CCF4 ratio; hit rate 0.38% among 360,000; inhibition, % at 4.98 µM; in the data active means inhibition above about 21%;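 further: 0% = vehicle only and 100% = reference blocker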
# TWEAK Fn14 block = TWEAK-Fn14 signaling inhibition. TWEAK-stimulated Fn14 reporter cells, luciferase luminescence, 8 h. inhibition, % at 10 µM. hit rate 2% among 360,000; in the data active means inhibition above about 50%
# NCOA1 inh = inhibitors of human steroid receptor coactivator 1 (SRC1); Q15788; HEK293 GAL4-SRC1 luciferase reporter, luminescence; inhibition, % at 3.6 µM; hit rate 0.12% among 360,000;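 active means inhibition above the campaign mean plus 3 SD, with each screening campaign given its own cutoff, cut at about 60% in these data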;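 further: 0% = DMSO treated cells and 100% = gossypol at 36 µM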
# NR5A2 inv ag = NR5A2 inverse agonism in reporter assay. inhibition, % at 3.6 µM. O00482. hit rate 0.13% among 360,000. HEK293T StAR-luciferase reporter, LRH-1 transfected, 24 h;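 active means inhibition above the mean inhibition of all tested compounds plus 3 SD, cut at about 73% in these data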;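 further: 0% = DMSO wells and 100% = reporter-only cells lacking LRH-1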
# SRC2 inh = human SRC2 (NCOA2) inhibition | HEK293 GAL4-SRC2 luciferase reporter, luminescence | inhibition, % at 9 µM | hit rate 0.17% among 370,000 | AID 651957;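 active means inhibition above the mean inhibition of all tested compounds plus 3 SD, set per campaign, cut at about 52% in these data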;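 further: 0% = DMSO treated cells and 100% = cells given Gossypol at 36 µM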
# Target sequence (Q15596 whole entry, looked up, the tested form may be a part): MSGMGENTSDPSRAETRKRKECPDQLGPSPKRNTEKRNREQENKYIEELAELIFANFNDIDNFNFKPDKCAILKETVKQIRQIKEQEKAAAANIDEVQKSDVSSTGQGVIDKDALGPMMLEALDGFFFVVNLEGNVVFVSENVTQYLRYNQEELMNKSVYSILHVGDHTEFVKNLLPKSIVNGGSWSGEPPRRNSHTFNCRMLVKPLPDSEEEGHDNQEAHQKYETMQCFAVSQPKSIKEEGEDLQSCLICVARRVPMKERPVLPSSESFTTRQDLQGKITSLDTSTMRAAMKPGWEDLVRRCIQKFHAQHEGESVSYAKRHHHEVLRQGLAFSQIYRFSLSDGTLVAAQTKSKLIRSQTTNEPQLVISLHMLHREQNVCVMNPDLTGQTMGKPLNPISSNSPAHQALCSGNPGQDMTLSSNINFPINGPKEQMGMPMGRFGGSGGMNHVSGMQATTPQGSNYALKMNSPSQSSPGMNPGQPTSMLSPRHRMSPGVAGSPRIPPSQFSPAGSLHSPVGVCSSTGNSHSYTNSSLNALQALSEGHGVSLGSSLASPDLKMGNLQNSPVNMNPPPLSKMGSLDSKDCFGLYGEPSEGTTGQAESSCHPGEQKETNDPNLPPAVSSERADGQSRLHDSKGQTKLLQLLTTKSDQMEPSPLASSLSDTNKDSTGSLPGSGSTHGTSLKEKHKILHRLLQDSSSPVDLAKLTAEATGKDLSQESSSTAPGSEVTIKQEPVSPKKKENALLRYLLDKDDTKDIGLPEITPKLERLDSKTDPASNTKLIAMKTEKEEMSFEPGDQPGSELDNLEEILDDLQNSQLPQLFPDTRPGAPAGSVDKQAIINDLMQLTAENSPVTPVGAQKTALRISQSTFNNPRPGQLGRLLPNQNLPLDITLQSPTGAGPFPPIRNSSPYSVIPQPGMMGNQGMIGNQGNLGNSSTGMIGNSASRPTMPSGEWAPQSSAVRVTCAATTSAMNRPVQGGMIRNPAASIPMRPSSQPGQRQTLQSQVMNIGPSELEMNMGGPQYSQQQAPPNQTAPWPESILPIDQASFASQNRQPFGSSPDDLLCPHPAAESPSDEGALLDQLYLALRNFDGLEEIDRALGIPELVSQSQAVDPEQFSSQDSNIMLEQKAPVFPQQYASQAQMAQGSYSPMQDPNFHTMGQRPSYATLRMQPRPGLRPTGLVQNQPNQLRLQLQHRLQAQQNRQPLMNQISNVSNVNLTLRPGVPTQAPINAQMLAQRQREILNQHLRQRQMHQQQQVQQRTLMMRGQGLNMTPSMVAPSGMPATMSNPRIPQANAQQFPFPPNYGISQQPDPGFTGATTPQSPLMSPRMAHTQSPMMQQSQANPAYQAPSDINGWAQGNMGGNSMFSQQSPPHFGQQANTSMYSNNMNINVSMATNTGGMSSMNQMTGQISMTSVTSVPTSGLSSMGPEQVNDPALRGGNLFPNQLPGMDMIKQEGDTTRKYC
# ABHD5 PLIN5 PPI = inhibitors of human ABHD5-perilipin-5 interaction; inhibition, % at 4 µM; Split G. princeps luciferase complementation, luminescence, 4 h; Q00G26+Q8WTS1; hit rate 0.78% among 360,000; AID 602281;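 active means inhibition above the mean inhibition across every tested compound plus 3 SD, cut at about 22% in these data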;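 further: 0% = DMSO only wells and the 100% control is not disclosed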
# COUP-TFII inh = NR2F2 (human) inhibition, primary screen; P24468; HEK293T NGFI-A luciferase reporter, luminescence; inhibition, % at 8.6 µM; hit rate 0.7% among 370,000; AID 686940;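 active means inhibition above a per-plate cutoff, mean inhibition of test wells between control levels plus 3 SD, cut at about 38% in these data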;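 further: cells cotransfected with COUP-TFII expression vector driving the NGFI-A reporter; 0% = median of COUP-TF2 test wells and 100% = reporter-only cells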
# TROY NFkB inh = inhibitors of TROY-dependent NF-kB signaling; inhibition, % at 10 µM; Q293 LMP1-TROYcd NF-kB luciferase reporter, 4 h; hit rate 0.98% among 360,000;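 active means compounds whose plate-normalised and pattern-corrected inhibition of the luciferase reporter signal at the single screening dose is 50% or more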
# SRC3 inh = human NCOA3 inhibition; Q9Y6Q9; AID 588352; inhibition, % at 3.6 µM; HEK293 GAL4-SRC3 luciferase reporter, luminescence; hit rate 0.17% among 360,000;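 active means inhibition above a per-campaign cutoff, the mean of all compounds plus 3 SD, cut at about 60% in these data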;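 further: 0% = DMSO-treated cells and 100% = gossypol-treated cells at 36 µM; higher means less SRC3-driven luciferase light from the GAL4 reporter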
# Granule exo inh = lytic granule exocytosis inhibition. TALL-104 LAMP-1 surface exposure, flow cytometry; cells stimulated with thapsigargin and PMA. inhibition, % at 10 µM. hit rate 0.66% among 360,000. AID 651702;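 active means inhibition above about 55%, limit read from the data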
# The depositor's hits bear a star; . = not tested or not shown. An excerpt (hit frequency here may not be typical).
molecule,TLR9-MyD88 block,NOD2-RIPK2 inh,TWEAK Fn14 block,NCOA1 inh,NR5A2 inv ag,SRC2 inh,ABHD5 PLIN5 PPI,COUP-TFII inh,TROY NFkB inh,SRC3 inh,Granule exo inh
O=C(c1cc2ncc(Br)cn2n1)N1CCN(C(=O)c2ccco2)CC1,-8,-7,-9,-17,15,.,1,.,-8,18,-3
CCOc1cccc2cc(C(=O)NCCC3=CCCCC3)c(=O)oc12,2,-19,-34,-19,-2,-20,0,-30,-42,-2,-14
CC(C)CCNC(=O)C1CCN(Cc2cccc(OCc3ccccc3)c2)CC1,-11,10,7,12,-10,-5,2,-3,-5,1,69*
CC(=O)c1cc(C#N)c(SCc2ccccc2C#N)nc1C,-13,2,-7,-18,-18,19,-6,10,0,7,-3
CCCC(=O)c1ccc(N2CCN(C(=O)c3ccccc3Br)CC2)c(F)c1,1,2,3,-7,10,-3,-7,-7,9,17,4
CC(CN1CCN(CC(C)C(=O)c2ccccc2)CC1)C(=O)c1ccccc1 (stereo not given),-1,-2,19,-2,-10,4,-9,-5,-7,-6,-2
C/C(=N\NC(=O)c1ccc(N2CCCC2=O)cc1)c1ccc(O)cc1O,-6,-8,-14,-18,-12,-13,3,16,11,-20,3
Cc1ccccc1C(=O)NC(CC(C)C)C(=O)N1CCN(c2ccccc2)CC1 (stereo not given),6,-2,7,7,-18,24,-2,-5,1,-4,1
Cc1ccc(C(C(=O)NC2CCCC2)N(C(=O)c2csnn2)C2CC2)cc1 (stereo not given),3,0,6,-3,17,1,10,-3,-11,3,-11
Cc1ccccc1OC(C)c1nc(-c2ccccc2)no1 (stereo not given),-10,-5,29,-6,3,-13,1,-6,.,-17,0
Cc1cccc(Nc2nc(N)c([N+](=O)[O-])c(NCc3ccco3)n2)c1,-2,3,48,2,4,-25,-6,23,5,18,4
Cc1ccc(CNC(=O)C(Cc2ccccc2)NS(=O)(=O)c2ccc3c(c2)CCC(=O)N3)cc1 (stereo not given),-8,7,2,5,30,-13,1,21,-6,2,4
COc1ccc(CNc2ncc(-c3ccccc3)n2C)cc1,-3,-4,-5,1,-6,-11,-2,9,6,-15,18
O=C(CNC(=O)C12CC3CC(CC(C3)C1)C2)N/N=C\c1ccco1,-16,-7,-8,2,-15,26,-3,7,8,1,4
COc1cccc(C(=O)Nc2c3c(nn2-c2ccc([N+](=O)[O-])cc2)CS(=O)(=O)C3)c1,-2,3,0,-16,-5,2,2,0,-7,-3,-2
CCC1(c2ccccc2)NC(=O)N(CC(=O)N(C)Cc2ccccc2)C1=O (stereo not given),-2,-5,2,-43,1,5,5,16,-3,10,2
Cc1csc(NC(=O)CCn2c(=O)oc3ccccc32)n1,3,-5,-10,2,-6,-1,-2,-5,-15,8,0
CSc1cccc(NC(=O)CCNC(=O)c2ccco2)c1,5,-5,-7,-24,4,7,-7,0,13,11,-7
OC1=C(O)c2nc3cc(F)ccc3nc21,.,-11,-5,-13,2,-11,1,-9,-13,-11,-9
COc1ccccc1C(=O)Nc1ccnn1C1CCN(Cc2cnn(C)c2)CC1,-2,-6,0,-17,2,23,-1,26,-7,16,8

# The listing continues:
molecule,TLR9-MyD88 block,NOD2-RIPK2 inh,TWEAK Fn14 block,NCOA1 inh,NR5A2 inv ag,SRC2 inh,ABHD5 PLIN5 PPI,COUP-TFII inh,TROY NFkB inh,SRC3 inh,Granule exo inh
Cn1nc(C(=O)NCc2ccco2)c2ccccc2c1=O,-2,-3,15,-6,14,-4,6,-14,2,17,-2
Cc1cccc(OCC(=O)N2CCOCC2)c1,2,2,-7,-19,-5,-26,3,11,-17,-18,-2
COc1ccc(S(=O)(=O)NCCCn2ccnc2)cc1C(C)(C)C,6,-16,-17,-17,-11,-9,-6,12,-6,4,-31
O=C(NNC(=O)c1ccc2ccccc2c1O)c1ccccc1Cl,-4,-5,-4,6,-4,-9,0,-9,-57,-2,-5
COc1ccc(N2CCN(c3nc4ccccn4c(=O)c3C=O)CC2)cc1,-2,-4,-9,-19,-34,-5,5,-7,-31,-12,-3
O=C(NC1=NCCS1)c1ccccc1Br,.,-2,-14,-33,-15,-39,-3,21,14,-4,7
CN(C(=O)COC(=O)C1CCN(S(=O)(=O)c2ccc3c(c2)OCCO3)CC1)C1CCS(=O)(=O)C1 (stereo not given),-5,-6,9,-9,17,8,4,8,1,-1,-15
Cc1ccc(CNC(=O)CN(C)S(=O)(=O)c2ccc3c(c2)n(C)c(=O)c(=O)n3C)cc1,11,-1,-23,-7,-4,.,1,.,-19,13,2
COc1ccc(OC2C(=O)N(Cc3ccc(F)cc3)C2c2ccc(OC)c(OC)c2)cc1 (stereo not given),9,-2,-4,11,2,-2,-3,-24,3,-8,1
C=CCOc1ccc(/C=C/C(=O)OCC(=O)N2CCC(c3ccccc3)=N2)cc1,9,0,24,0,17,3,-2,-13,31,8,-1
CCOC(=O)c1cnn(-c2ccc(NS(=O)(=O)c3ccc(Cl)cc3)cc2)c1C(F)(F)F,1,-10,3,-9,3,3,-12,1,48,26,-1
Cc1ccccc1NC(=O)Cn1c([N+](=O)[O-])cnc1C,-6,4,12,5,-13,0,4,-1,7,19,-1
CCN(Cc1ccccc1)C(=O)c1cc2c(=O)oc3ccc(C)cc3c2s1,-14,2,2,6,-8,-3,-1,5,-1,-31,3
N#CCc1ccc(C(=O)c2ccccc2)s1,3,6,-9,-19,12,-48,4,-22,-5,13,-5
O=C(Nc1ccccc1)c1ccc(C(=O)Nc2ccccc2)nc1,-7,-7,-37,-19,11,-17,-6,2,-35,-15,-1
CCn1c(=O)c2c(nc(SCc3ccccn3)n2C)n(C)c1=O,5,-4,10,-4,3,-3,5,1,-13,-10,4
COc1ccc(C)cc1S(=O)(=O)NCC(c1ccc2c(c1)OCO2)N1CCOCC1 (stereo not given),-10,0,-7,3,-4,-35,-9,6,7,0,37
Nc1nnc(/C=C/c2ccccc2Cl)s1,3,4,-3,-66,-120,-73,5,-15,-42,-92,-6
CCC(=O)Nc1c(-c2ccc(C)cc2)nc2ccc(C)cn12,-2,-7,-10,-26,-2,-19,7,2,-10,3,12
O=C(CN1CCCCCC1)Nc1ccc(Br)cc1Br,10,-6,-12,-46,-21,-14,1,-4,-45,-46,2

# (next part)
molecule,TLR9-MyD88 block,NOD2-RIPK2 inh,TWEAK Fn14 block,NCOA1 inh,NR5A2 inv ag,SRC2 inh,ABHD5 PLIN5 PPI,COUP-TFII inh,TROY NFkB inh,SRC3 inh,Granule exo inh
O=C(CCNC(=O)N1CC(=O)Nc2ccccc21)Nc1ccc(F)c(Cl)c1,8,6,-11,7,-1,26,1,-15,-19,7,-2
CC(=O)N1N=C(c2ccc(Br)cc2)CC1c1cccc([N+](=O)[O-])c1 (stereo not given),7,1,-25,10,0,0,-2,7,9,11,12
COC(=O)C(Cc1ccccc1)NC(=O)CCc1c[nH]c2ccccc12 (stereo not given),1,-9,8,-5,24,15,-4,25,6,1,55
Cc1sc2c(c1C)CN(C(C)(C)C)CN2C(=O)c1ccccc1,-3,-10,-6,-51,-117,-37,-1,-17,-43,-65,1
CCn1c(CNS(=O)(=O)c2ccc(Br)cc2)nnc1SC,1,-6,4,2,6,1,11,12,-3,-2,-1
Cc1cc(C(=O)CN2C(=O)C(=O)N(CC(C)C)C2=O)c(C)n1-c1ccccc1F,6,-1,7,-9,-18,-13,-2,-3,-19,3,1
Nc1c(C=C2C=CC(=O)C=C2)c(=O)nc2sc(CC(=O)N3CCCC3)nn12,-2,-8,4,-14,-4,-6,4,-23,3,11,5

# Individual results from the results shown.
# `Cc1cccc(Nc2nc(N)c([N+](=O)[O-])c(NCc3ccco3)n2)c1` @ ABHD5 PLIN5 PPI: -6
# `COC(=O)C(Cc1ccccc1)NC(=O)CCc1c[nH]c2ccccc12` (stereo not given) @ NR5A2 inv ag: 24
# `N#CCc1ccc(C(=O)c2ccccc2)s1` @ SRC3 inh: 13
# `CSc1cccc(NC(=O)CCNC(=O)c2ccco2)c1` @ COUP-TFII inh: 0
# `COc1ccc(S(=O)(=O)NCCCn2ccnc2)cc1C(C)(C)C` @ SRC2 inh: -9
# `CCC1(c2ccccc2)NC(=O)N(CC(=O)N(C)Cc2ccccc2)C1=O` (stereo not given) @ NR5A2 inv ag: 1

# Complete entries, looked up by structure. Values in the order: TLR9-MyD88 block, NOD2-RIPK2 inh, TWEAK Fn14 block, NCOA1 inh, NR5A2 inv ag, SRC2 inh, ABHD5 PLIN5 PPI, COUP-TFII inh, TROY NFkB inh, SRC3 inh, Granule exo inh
# Profile of Nc1c(C=C2C=CC(=O)C=C2)c(=O)nc2sc(CC(=O)N3CCCC3)nn12 → -2, -8, 4, -14, -4, -6, 4, -23, 3, 11, 5
# Profile of COC(=O)C(Cc1ccccc1)NC(=O)CCc1c[nH]c2ccccc12 (stereo not given) → 1, -9, 8, -5, 24, 15, -4, 25, 6, 1, 55
# Profile of Cc1sc2c(c1C)CN(C(C)(C)C)CN2C(=O)c1ccccc1 → -3, -10, -6, -51, -117, -37, -1, -17, -43, -65, 1
# Profile of CC(=O)N1N=C(c2ccc(Br)cc2)CC1c1cccc([N+](=O)[O-])c1 (stereo not given) → 7, 1, -25, 10, 0, 0, -2, 7, 9, 11, 12
# Profile of O=C(CCNC(=O)N1CC(=O)Nc2ccccc21)Nc1ccc(F)c(Cl)c1 → 8, 6, -11, 7, -1, 26, 1, -15, -19, 7, -2
